PAFAH1B3 inh: PAFAH1B3 enzyme inhibitors, primary screen, biochemical, fluorescence polarization, human; Platelet-activating factor acetylhydrolase IB subunit alpha1 (Homo sapiens), Q15102; inhibition, % at 3.39 µM; actives 0.28% (n = 340,000); recombinant PAFAH1B3, FP-rhodamine probe;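 active = inhibition above the screen-wide average of all tested compounds plus 3 SD, cut at about 25% in these data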;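 note: 0% = enzyme with DMSO only and 100% = wells lacking PAFAH1B3 protein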
Target sequence (Q15102 whole entry, looked up): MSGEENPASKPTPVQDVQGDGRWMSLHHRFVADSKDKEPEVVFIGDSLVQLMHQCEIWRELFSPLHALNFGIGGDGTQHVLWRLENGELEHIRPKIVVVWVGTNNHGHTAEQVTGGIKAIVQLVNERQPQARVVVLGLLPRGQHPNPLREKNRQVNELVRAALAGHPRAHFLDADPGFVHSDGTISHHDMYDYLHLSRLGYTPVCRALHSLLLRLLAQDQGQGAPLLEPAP
PAFAH2 inh: PAFAH2 enzyme inhibitors, primary screen, biochemical, fluorescence polarization, human | inhibition, % at 3.39 µM | recombinant PAFAH2, FP-rhodamine activity probe | AID 492956, 2010 | actives 0.99% (n = 340,000) | Platelet-activating factor acetylhydrolase 2, cytoplasmic (Homo sapiens), Q99487;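 active = inhibition above the mean over all tested compounds plus 3 SD, cut at about 30% in these data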;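 note: inhibitors block probe labeling of enzyme so polarization drops; 0% = enzyme with DMSO and 100% = wells lacking PAFAH2 protein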
PAD4 FP inh: human PAD4 inhibitors, primary screen, biochemical, fluorescence polarization, 1536-well format. AID 485272, 2010. actives 0.41% (n = 330,000). inhibition, % at 6.36 µM. recombinant PAD4, RCA probe fluorescence polarization;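 active = percent inhibition above a cutoff equal to the mean of all tested compounds plus 3 SD, cut at about 15% in these data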;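 note: 0% = PAD4 with RCA probe and DMSO and 100% = probe without PAD4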
PAFAH1B2 inh: PAFAH1B2 enzyme inhibitors, primary screen, biochemical, fluorescence polarization, human. recombinant PAFAH1B2, FP-rhodamine activity probe. inhibition, % at 3.39 µM. actives 1.2% (n = 340,000);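 active = inhibition above the mean of all tested compounds plus 3 SD, cut at about 24% in these data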;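 note: 0% = enzyme with DMSO and 100% = wells lacking PAFAH1B2; many of its hits are not listed in these tables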
Target sequence (P68402 whole entry, looked up): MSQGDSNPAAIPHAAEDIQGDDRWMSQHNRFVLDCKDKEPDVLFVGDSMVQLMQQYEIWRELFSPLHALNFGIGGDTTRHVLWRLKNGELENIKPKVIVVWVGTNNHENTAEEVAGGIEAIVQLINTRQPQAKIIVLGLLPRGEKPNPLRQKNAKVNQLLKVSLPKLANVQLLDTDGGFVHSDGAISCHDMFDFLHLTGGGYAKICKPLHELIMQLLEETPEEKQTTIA
pPAFAH FP inh: pPAFAH enzyme inhibitors, primary screen, biochemical, fluorescence polarization, human | Platelet-activating factor acetylhydrolase (Homo sapiens), Q13093 | recombinant pPAFAH, FP-rhodamine probe fluorescence polarization | inhibition, % at 3.39 µM | actives 1.5% (n = 330,000) | AID 463082, 2010;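 active = inhibition above the mean inhibition across the screen plus 3 SD, cut at about 25% in these data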;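 note: inhibitors block binding of the rhodamine activity-based probe so polarization drops; 0% = enzyme with DMSO and 100% = wells lacking pPAFAH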
LYPLA1 inh: LYPLA1 inhibitors, primary screen, counter-screen for PME1 inhibitor project, biochemical, fluorescence polarization, FP-Rh probe ABPP; Acyl-protein thioesterase 1 (Homo sapiens), O75608; recombinant LYPLA1; inhibition, % at 5.9 µM; actives 0.16% (n = 320,000);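 active = inhibition above the mean of all tested compounds plus 3 SD, set per campaign, cut at about 14% in these data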;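 note: inhibitors block serine hydrolase probe labeling of LYPLA1 so polarization falls; 0% = enzyme with DMSO and 100% = wells lacking LYPLA1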
LYPLA2 counter: LYPLA2 inhibitors, primary screen, counter-screen for PME1 inhibitor project, biochemical, fluorescence polarization, FP-Rh probe ABPP | Acyl-protein thioesterase 2 (Homo sapiens), O95372 | AID 2177, 2009 | recombinant LYPLA2 | inhibition, % at 5.9 µM | actives 0.38% (n = 320,000);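 active = inhibition above the screen-wide mean plus 3 SD, limit set per campaign, cut at about 26% in these data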;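 note: 0% = LYPLA2 with DMSO and 100% = wells lacking LYPLA2 enzyme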
Target sequence (O95372 whole entry, looked up): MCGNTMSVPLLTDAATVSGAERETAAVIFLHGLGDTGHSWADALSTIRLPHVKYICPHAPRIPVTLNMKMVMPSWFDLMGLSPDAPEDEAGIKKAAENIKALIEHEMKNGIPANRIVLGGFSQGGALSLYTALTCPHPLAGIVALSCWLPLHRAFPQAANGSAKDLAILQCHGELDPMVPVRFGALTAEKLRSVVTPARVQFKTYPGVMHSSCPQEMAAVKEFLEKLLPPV
PREPL inhibitor: PREPL enzyme inhibitors, primary screen, biochemical, fluorescence polarization. Prolyl endopeptidase-like (Homo sapiens), Q4J6C6. actives 0.68% (n = 320,000). recombinant PREPL, fluorescence polarization activity-based probe. inhibition, % at 5.96 µM; in the data active = inhibition above about 43%;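 note: 0% = enzyme with DMSO and 100% = wells lacking enzyme; many of its hits are not listed in these tables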
GSTO1 counter: inhibitors of recombinant GSTO1, primary screen, counter-screen for RBBP9 inhibitor project, biochemical, fluorescence polarization; activity-based probe fluorescence polarization; inhibition, % at 5.96 µM; actives 1.1% (n = 300,000);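 active = inhibition above the campaign mean inhibition plus 3 SD, cut at about 35% in these data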;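 note: 0% = GSTO1-1 with DMSO and 100% = wells lacking GSTO1-1 enzyme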
Target sequence (P78417 whole entry, looked up): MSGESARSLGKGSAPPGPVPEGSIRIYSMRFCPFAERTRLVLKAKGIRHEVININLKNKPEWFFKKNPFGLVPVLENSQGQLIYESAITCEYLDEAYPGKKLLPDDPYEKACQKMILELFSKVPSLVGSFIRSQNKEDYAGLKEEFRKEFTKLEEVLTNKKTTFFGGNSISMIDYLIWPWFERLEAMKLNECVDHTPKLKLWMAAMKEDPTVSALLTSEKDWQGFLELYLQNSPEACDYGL
* hit, by the source's call; / = no result given. The list is partial; rates above refer to the full screens.

SMILES | PAFAH1B3 inh | PAFAH2 inh | PAD4 FP inh | PAFAH1B2 inh | pPAFAH FP inh | LYPLA1 inh | LYPLA2 counter | PREPL inhibitor | GSTO1 counter
Cn1c(Cc2csc(N)n2)nnc1SC/C=C/c1ccccc1 | -2 | 10 | 2 | 6 | 0 | 1 | 2 | 17 | 4
CCCCCOC(=O)C1[C@H]2C(=O)N(CCCOC)C[C@]23C=C[C@H]1O3 (some centres undefined) | / | / | 1 | / | 6 | 0 | 8 | 4 | 12
CCOC(=O)CSc1nc2ccccc2c(=O)n1CC1COc2ccccc2O1 (centres undefined) | 2 | -9 | -1 | 1 | 0 | 0 | -2 | 3 | -5
Cc1ccc(C)c(NC(=O)c2cc(C)nc3ccccc23)c1 | 1 | 3 | -3 | 1 | 1 | -5 | 1 | -5 | 2
C/C=C/COC(=O)c1[nH]c2c(c1C)C(=O)CC(c1ccc(N(C)C)cc1)C2 (centres undefined) | 4 | 2 | 0 | 3 | 7 | -1 | 10 | 9 | -3
CCOC(=O)c1c(NC(=O)Cn2nc([N+](=O)[O-])c(Br)c2C)sc2c1CCC(C)C2 (centres undefined) | -1 | 0 | -3 | 0 | -1 | 0 | 5 | 11 | -1
N/C(=N\OC(=O)c1ccco1)c1cccnc1 | 6 | 9 | 1 | 5 | -7 | 0 | -9 | 4 | 7
Cc1c(C(=O)Nc2ccccn2)sc2nc3n(c(=O)c12)CCC3 | 1 | 1 | -1 | -1 | 0 | 1 | 2 | 2 | -4
O=C(c1cccs1)N1CCN(c2nc3ccc([N+](=O)[O-])cc3s2)CC1 | -1 | -2 | 1 | 0 | 2 | 0 | 2 | 8 | 0
Cc1ccccc1-n1nc(C(=O)c2cccs2)cc(-c2nc3ccccc3[nH]2)c1=N | -11 | -5 | 1 | -4 | 12 | 0 | -4 | 25 | 4
Cc1cccc(NC(=O)c2cccc(S(=O)(=O)Nc3ccccc3C(=O)O)c2)c1 | 6 | -9 | -5 | 1 | -11 | -4 | -11 | -8 | -32
Cc1cc(CSC(=N)N)c(CSC(=N)N)cc1C | 5 | 5 | 3 | 4 | -1 | 0 | 8 | 10 | -8
COC(=O)C(c1ccccc1)C1(O)CC(C)N(C)CC1C (centres undefined) | 5 | 2 | -4 | 3 | 9 | 7 | 2 | -2 | 2
CC1CCCN(C(=O)C23CCC(C)(C(=O)C2)C3(C)C)C1 (centres undefined) | -4 | 0 | -1 | 3 | 2 | 0 | -5 | -1 | 10
CC(=O)N1c2ccc(S(=O)(=O)N3CCC(C(=O)N4CCCC(C)C4)CC3)cc2CC1C (centres undefined) | 3 | 1 | 2 | 0 | 5 | 2 | 5 | 2 | 6
COCCN(C(=O)/C=C/c1cccc([N+](=O)[O-])c1)c1c(N)n(Cc2ccccc2)c(=O)[nH]c1=O | 7 | 4 | 0 | 5 | 2 | -4 | -5 | 1 | -7
COc1ccc(C(=O)Nc2ccccc2C(=O)NC(Cc2c[nH]c3ccccc23)C(=O)O)cc1 (centres undefined) | / | / | -10 | / | 9 | -1 | -7 | 1 | -16
COc1c(C)cc(C(=O)C2CCCN(C(=O)c3ccc4cc[nH]c4c3)C2)cc1C (centres undefined) | -2 | -1 | -5 | 1 | 8 | -3 | 0 | 3 | 3
O=C(O)CCCCCCC1C(=O)NC(=O)N1CCC(O)C1CCCCC1 (centres undefined) | 3 | 1 | -3 | 0 | 3 | -3 | -3 | -18 | 2
OCC1(CCCc2ccccc2)CCN(Cc2ccc(F)cc2)CC1 | 10 | 3 | -3 | 3 | -1 | 3 | 12 | 18 | 1
COc1ccccc1CNC(=O)/C=C/c1ccc(Br)o1 | 6 | 5 | 3 | -1 | 4 | -1 | 6 | -3 | 26
O=C(O)CN1C(=O)C2C3C=CC(C3)C2C1=O (centres undefined) | 6 | 6 | -3 | 5 | 3 | 3 | 3 | -8 | 9
CCn1ncc(Br)c1C(=O)Nc1ncc(C)s1 | 1 | -3 | -6 | 2 | -1 | 1 | -7 | 14 | -1
CSc1ccccc1-c1nnc(NC(=O)Cc2ccccc2)o1 | 4 | 7 | -4 | 5 | 0 | -1 | -1 | -1 | -2
CCSC(C)CC1CC(=O)CC(=O)C1 (centres undefined) | 4 | 12 | 0 | 6 | -4 | -5 | -7 | -10 | 9

Whole records as entered above. Screens in order: PAFAH1B3 inh | PAFAH2 inh | PAD4 FP inh | PAFAH1B2 inh | pPAFAH FP inh | LYPLA1 inh | LYPLA2 counter | PREPL inhibitor | GSTO1 counter
`CCCCCOC(=O)C1[C@H]2C(=O)N(CCCOC)C[C@]23C=C[C@H]1O3` (some centres undefined) reads / | / | 1 | / | 6 | 0 | 8 | 4 | 12
`C/C=C/COC(=O)c1[nH]c2c(c1C)C(=O)CC(c1ccc(N(C)C)cc1)C2` (centres undefined) reads 4 | 2 | 0 | 3 | 7 | -1 | 10 | 9 | -3
`CCSC(C)CC1CC(=O)CC(=O)C1` (centres undefined) reads 4 | 12 | 0 | 6 | -4 | -5 | -7 | -10 | 9
`Cc1ccccc1-n1nc(C(=O)c2cccs2)cc(-c2nc3ccccc3[nH]2)c1=N` reads -11 | -5 | 1 | -4 | 12 | 0 | -4 | 25 | 4

Remaining list, next part:
SMILES | PAFAH1B3 inh | PAFAH2 inh | PAD4 FP inh | PAFAH1B2 inh | pPAFAH FP inh | LYPLA1 inh | LYPLA2 counter | PREPL inhibitor | GSTO1 counter
O=C(CSC1=NS(=O)(=O)c2cc(Cl)ccc2N1)NCCc1ccccc1 | 6 | 3 | -3 | 2 | -2 | -1 | 0 | 12 | -7
CC1CCN(C(=O)C2CCCCN2S(=O)(=O)c2cccc([N+](=O)[O-])c2)CC1 (centres undefined) | -1 | 3 | -1 | 3 | 6 | 1 | -2 | 5 | 2
COc1ccc(NS(=O)(=O)c2ccc(NS(=O)(=O)c3cccs3)cc2)c(OC)c1 | 0 | -4 | 0 | 7 | 6 | 2 | 10 | 13 | 1
COc1ccc(NCC(=O)N/N=C/c2cc([N+](=O)[O-])ccc2N2CCCC2)cc1 | / | / | -2 | / | 10 | -1 | 0 | 21 | 4
Cc1ccc(CC(=O)Nc2nc3ccccc3[nH]2)cc1C | 3 | 6 | 0 | 4 | -2 | -2 | 5 | 8 | -1
CCOc1ccc(Br)cc1S(=O)(=O)Nc1nc(CN2CCOCC2)nc2sc(C)c(C)c12 | 0 | 5 | -3 | 3 | 5 | -4 | -3 | -10 | 2
COc1cc(C(=O)NCc2nnc(SCC(=O)Nc3nc4ccccc4s3)o2)cc(OC)c1OC | 2 | -1 | 9 | 8 | 8 | -2 | -9 | -6 | 3
CC[C@H](C)[C@@H]1NC(=O)[C@H]([C@@H](C)CC)NC(=O)[C@@H](CC(C)C)NC(=O)[C@H](Cc2ccccc2)NC(=O)[C@H](Cc2ccccc2)NC(=O)[C@@H]2CCCN2C(=O)[C@@H]2CCCN2C(=O)[C@H](C(C)C)NC(=O)[C@H](CC(C)C)NC1=O | 4 | -3 | -3 | 2 | 2 | / | / | -2 | /
Cc1ccc(S(=O)(=O)N2CCN(c3ccc(N4CCOCC4)nn3)CC2)cc1[N+](=O)[O-] | -2 | 2 | 0 | 5 | 3 | 2 | 4 | 6 | 7
COc1ccc(C(=O)Nc2cccc3c2CCCC3)c(OC)c1 | / | / | 4 | / | 3 | 4 | 6 | 4 | -1
COc1ccc(CNC(=O)C/C(C)=N/NC(=O)c2ccc(OC)cc2OC)cc1 | 4 | -3 | -1 | 0 | -7 | -1 | -4 | 12 | 2
CC(C)(C)C(=O)NC(NC(=O)C(C)(C)C)c1ccc([N+](=O)[O-])cc1 | 8 | -5 | 1 | 2 | 7 | 3 | 2 | -10 | 3
Cc1ccc(S(=O)(=O)c2nc(NCc3ccc4c(c3)OCO4)sc2Cl)cc1 | 3 | -14 | -1 | 4 | -2 | -13 | -19 | -20 | -1
COc1ccc(NC(=O)N(CCC(C)C)C(C)c2ccccn2)c(OC)c1 (centres undefined) | 0 | 1 | -2 | 2 | 2 | 0 | 5 | 0 | 5
O=C(Nc1nccs1)c1cccc(NC(=O)C2CC2)c1 | 9 | 0 | 9 | -2 | 5 | -1 | 0 | 2 | 2
COc1ccc(S(=O)(=O)N2CCOC2CNC(=O)C(=O)NCC(C)C)cc1OC (centres undefined) | 5 | 6 | -7 | 2 | 8 | -1 | 7 | 2 | 8
CN(CCCC(=O)Nc1ccncc1)S(=O)(=O)c1ccc(Cl)cc1 | 2 | 14 | 1 | 4 | 0 | -2 | 3 | -22 | 8
COc1ccc(-c2cc(C(=O)Nc3ccc4c(c3)OCO4)no2)cc1OC | 14 | -9 | 0 | 2 | -4 | 1 | 0 | -7 | 2
Cc1ccc(S(=O)(=O)NN2C(=O)/C(=C/c3cccnc3)SC2=S)cc1 | 1 | 0 | 7 | 5 | 6 | 2 | 7 | 9 | 9
O=S(=O)(N1CCCCC1)n1c(Cc2ccccc2)nc2ccccc21 | 4 | 7 | 4 | 10 | 6 | 0 | 4 | 4 | 1
Cc1cccc(NC2=NC(=S)N(c3cccc(C(=O)O)c3)C23CCCCC3)c1 | 1 | 2 | 1 | 6 | -2 | -3 | 1 | -4 | 0
O=C(CSc1nc(=O)n(CCCN2CCOCC2)c2c1CCC2)Nc1ccccc1F | 4 | -10 | -1 | 4 | -1 | -1 | 1 | 0 | 2

Grouped by structure: those above containing a Cl atom
SMILES | PAFAH1B3 inh | PAFAH2 inh | PAD4 FP inh | PAFAH1B2 inh | pPAFAH FP inh | LYPLA1 inh | LYPLA2 counter | PREPL inhibitor | GSTO1 counter
O=C(CSC1=NS(=O)(=O)c2cc(Cl)ccc2N1)NCCc1ccccc1 | 6 | 3 | -3 | 2 | -2 | -1 | 0 | 12 | -7
Cc1ccc(S(=O)(=O)c2nc(NCc3ccc4c(c3)OCO4)sc2Cl)cc1 | 3 | -14 | -1 | 4 | -2 | -13 | -19 | -20 | -1
CN(CCCC(=O)Nc1ccncc1)S(=O)(=O)c1ccc(Cl)cc1 | 2 | 14 | 1 | 4 | 0 | -2 | 3 | -22 | 8

Screening data (PubChem)
